Bioassay records (PubChem BioAssay)
Pf apPOL inh: Pf-apPOL DNA polymerase inhibition; Recombinant Pf-apPOL, molecular beacon fluorescence, 1.5 h; inhibition, % at 10 µM; actives 0.25% (n = 210,000); AID 1794808
mHTT CaM bind: disrupts binding of mutant huntingtin to calmodulin | P42858 | inhibition, % at 15 µM | AlphaScreen His-mHTT/GST-CaM binding, luminescence | actives 3.6% (n = 190,000);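 note: 0% = both proteins with DMSO and 100% = one protein alone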
Target sequence (P42858 whole entry, looked up, stated change not applied): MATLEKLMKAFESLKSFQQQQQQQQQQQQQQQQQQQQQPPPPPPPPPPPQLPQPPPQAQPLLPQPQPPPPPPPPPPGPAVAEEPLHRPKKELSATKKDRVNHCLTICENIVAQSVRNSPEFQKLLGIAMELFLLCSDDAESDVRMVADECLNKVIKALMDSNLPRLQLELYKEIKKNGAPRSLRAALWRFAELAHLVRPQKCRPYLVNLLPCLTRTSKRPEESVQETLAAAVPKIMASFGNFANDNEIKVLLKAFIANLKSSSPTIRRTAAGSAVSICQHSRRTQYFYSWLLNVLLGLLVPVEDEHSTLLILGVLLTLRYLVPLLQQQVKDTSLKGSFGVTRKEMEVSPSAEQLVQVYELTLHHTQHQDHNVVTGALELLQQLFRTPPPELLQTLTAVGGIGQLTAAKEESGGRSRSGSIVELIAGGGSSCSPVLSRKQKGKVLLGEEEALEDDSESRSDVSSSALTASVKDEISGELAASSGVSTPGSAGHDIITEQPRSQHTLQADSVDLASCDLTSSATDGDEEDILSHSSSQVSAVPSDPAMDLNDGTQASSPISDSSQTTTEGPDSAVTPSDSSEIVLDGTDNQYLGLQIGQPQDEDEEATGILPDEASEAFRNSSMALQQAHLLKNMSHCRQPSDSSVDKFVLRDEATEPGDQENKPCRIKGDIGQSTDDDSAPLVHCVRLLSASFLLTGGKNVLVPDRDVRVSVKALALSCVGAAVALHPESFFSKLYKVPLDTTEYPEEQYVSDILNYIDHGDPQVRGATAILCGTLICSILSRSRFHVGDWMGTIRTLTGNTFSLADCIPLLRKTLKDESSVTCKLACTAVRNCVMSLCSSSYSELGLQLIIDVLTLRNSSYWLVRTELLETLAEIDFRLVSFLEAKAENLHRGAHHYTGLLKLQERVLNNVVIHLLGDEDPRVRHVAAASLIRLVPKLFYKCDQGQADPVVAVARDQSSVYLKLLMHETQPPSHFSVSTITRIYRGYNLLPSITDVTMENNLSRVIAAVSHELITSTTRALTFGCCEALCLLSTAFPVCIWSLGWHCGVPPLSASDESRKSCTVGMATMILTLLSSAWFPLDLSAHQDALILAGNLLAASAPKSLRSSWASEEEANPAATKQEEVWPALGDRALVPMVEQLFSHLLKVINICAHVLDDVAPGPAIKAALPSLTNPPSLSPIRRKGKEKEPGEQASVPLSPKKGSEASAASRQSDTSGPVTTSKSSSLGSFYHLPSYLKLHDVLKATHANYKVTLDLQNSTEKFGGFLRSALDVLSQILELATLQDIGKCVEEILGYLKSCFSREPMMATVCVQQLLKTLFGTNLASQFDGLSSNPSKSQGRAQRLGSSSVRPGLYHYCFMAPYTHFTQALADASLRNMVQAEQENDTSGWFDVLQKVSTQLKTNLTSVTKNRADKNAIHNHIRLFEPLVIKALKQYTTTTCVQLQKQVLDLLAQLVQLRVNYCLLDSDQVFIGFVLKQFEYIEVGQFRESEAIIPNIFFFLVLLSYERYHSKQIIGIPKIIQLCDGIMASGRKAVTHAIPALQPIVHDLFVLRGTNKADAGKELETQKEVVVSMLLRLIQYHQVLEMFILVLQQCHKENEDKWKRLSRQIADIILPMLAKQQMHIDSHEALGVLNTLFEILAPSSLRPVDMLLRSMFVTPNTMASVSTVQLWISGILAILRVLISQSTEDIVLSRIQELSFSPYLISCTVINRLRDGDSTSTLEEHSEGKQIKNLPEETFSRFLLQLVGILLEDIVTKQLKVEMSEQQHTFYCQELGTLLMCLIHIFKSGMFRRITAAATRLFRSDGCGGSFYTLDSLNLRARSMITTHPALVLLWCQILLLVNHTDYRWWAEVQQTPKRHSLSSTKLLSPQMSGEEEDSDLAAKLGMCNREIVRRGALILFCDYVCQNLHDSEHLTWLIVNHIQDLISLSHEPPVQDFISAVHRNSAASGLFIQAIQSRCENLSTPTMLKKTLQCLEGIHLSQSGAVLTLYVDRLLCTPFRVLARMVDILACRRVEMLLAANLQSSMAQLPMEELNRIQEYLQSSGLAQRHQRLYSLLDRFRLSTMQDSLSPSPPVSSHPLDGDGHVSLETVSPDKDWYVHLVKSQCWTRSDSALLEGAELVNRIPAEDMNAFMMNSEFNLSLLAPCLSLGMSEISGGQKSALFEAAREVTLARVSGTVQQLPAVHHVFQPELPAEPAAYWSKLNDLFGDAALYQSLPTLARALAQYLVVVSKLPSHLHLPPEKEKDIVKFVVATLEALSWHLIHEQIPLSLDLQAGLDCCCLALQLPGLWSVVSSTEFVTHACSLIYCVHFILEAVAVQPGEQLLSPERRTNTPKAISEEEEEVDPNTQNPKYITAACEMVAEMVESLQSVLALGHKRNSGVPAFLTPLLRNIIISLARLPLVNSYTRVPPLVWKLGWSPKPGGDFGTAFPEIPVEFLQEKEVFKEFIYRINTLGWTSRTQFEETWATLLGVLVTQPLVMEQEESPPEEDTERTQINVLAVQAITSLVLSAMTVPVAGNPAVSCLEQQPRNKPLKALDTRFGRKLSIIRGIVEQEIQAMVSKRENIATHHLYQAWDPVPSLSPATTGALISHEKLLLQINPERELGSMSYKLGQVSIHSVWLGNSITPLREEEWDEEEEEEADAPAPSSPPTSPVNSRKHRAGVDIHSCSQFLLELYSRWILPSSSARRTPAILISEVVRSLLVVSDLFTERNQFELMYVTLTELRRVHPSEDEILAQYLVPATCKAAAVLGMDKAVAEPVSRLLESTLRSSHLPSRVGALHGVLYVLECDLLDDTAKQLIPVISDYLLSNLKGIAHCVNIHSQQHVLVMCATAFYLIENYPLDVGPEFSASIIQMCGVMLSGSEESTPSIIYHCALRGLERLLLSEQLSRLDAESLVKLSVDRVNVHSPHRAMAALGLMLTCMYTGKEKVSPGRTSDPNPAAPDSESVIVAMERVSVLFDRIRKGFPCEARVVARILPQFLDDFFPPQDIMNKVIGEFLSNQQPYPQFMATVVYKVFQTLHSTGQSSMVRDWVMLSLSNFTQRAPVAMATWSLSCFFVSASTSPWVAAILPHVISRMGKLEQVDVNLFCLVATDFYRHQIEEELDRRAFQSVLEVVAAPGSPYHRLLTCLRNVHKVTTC
The depositor's hits bear a star; & = joins results of further samples. Cut-off read from the data, not from the text of the source: active = inhibition above about 50%; inactive = the rest.

Screening CCCc1cc(C2CCCN2C(=O)NCC(=O)OC)no1 (centres undefined) returned Pf apPOL inh 1 and mHTT CaM bind -7.
Screening Cn1nc(-c2ccc(Cl)c(Cl)c2)nc2c(=O)n(C)c(=O)nc1-2 returned Pf apPOL inh 9 and mHTT CaM bind 3.
Screening CCOC(=O)Cn1nnc(-c2cccs2)n1 returned Pf apPOL inh -6.
For C(=Nc1c2ccccc2nc2ccccc12)c1ccc2c(c1)OCO2 the results were mHTT CaM bind -6.
Screening O=C(O)C1C2C=CC3(CN(c4cccc([N+](=O)[O-])c4)C(=O)C13)O2 (centres undefined) returned Pf apPOL inh -13&-12 and mHTT CaM bind 1&-2.
For CCOC(=O)c1ccc(NC(=O)N2CC(C)Oc3ccc(Cl)cc32)cc1 (centres undefined) the results were Pf apPOL inh -5 and mHTT CaM bind -17.
`Cc1ccc(-c2nnc(N3CCC(C(=O)NCc4ccc(C)o4)CC3)o2)cc1` gave Pf apPOL inh -3 and mHTT CaM bind 5.
O=C(CCC(=O)N/N=C/c1ccc([N+](=O)[O-])s1)N/N=C/c1ccc([N+](=O)[O-])s1 was read as mHTT CaM bind inactive.
Screening CCC1=C(O)c2ccccc2C(=O)C1=O returned Pf apPOL inh -6 and mHTT CaM bind 7.
For Cc1ccc2nc(C(=O)N3CCCC3)cc(Nc3ccccc3)c2c1 the results were Pf apPOL inh -4 and mHTT CaM bind -8.
Screening O=C(Nc1cc(Cl)cc(Cl)c1)c1ccc(F)c(S(=O)(=O)NC2CCCC2)c1 returned Pf apPOL inh 31 and mHTT CaM bind 54*.
`COc1ccccc1NC(=O)N(Cc1ccsc1)CC(F)(F)F` gave Pf apPOL inh -8 and mHTT CaM bind -15.
For CCOC(=O)CNC(=O)CSc1nnc(NC(=O)Cc2ccccc2)s1 the results were Pf apPOL inh -1 and mHTT CaM bind 3.
`Cc1ccc(C(=O)n2nc(C)c(Sc3ccc([N+](=O)[O-])cc3)c2C)cc1` gave Pf apPOL inh 0 and mHTT CaM bind 4.
`O=C(c1cnn2c3c(cnc12)CCCCCC3)N1CCCC1` gave Pf apPOL inh -5 and mHTT CaM bind -3.
Screening O=C(CSc1nc2ccccc2[nH]1)Nc1ccc(Cl)cc1 returned Pf apPOL inh 0 and mHTT CaM bind 3.
`Cc1cc(C)n(CC(=O)O)c(=O)n1` gave Pf apPOL inh 1 and mHTT CaM bind -2.
Screening O=C(Cc1ccccc1Cl)NCc1cc(-c2ccc3c(c2)OCCO3)on1 returned Pf apPOL inh -8 and mHTT CaM bind -12.
For O=C1C=C(NCc2ccc(Cl)c(Cl)c2)CC1 the results were Pf apPOL inh -2 and mHTT CaM bind 6.
Screening CC1CCC2(CC1)CCN(CCCOC(=O)NCc1ccc(Cl)cc1)C2=O (centres undefined) returned Pf apPOL inh -12 and mHTT CaM bind -8.
Screening NNC(=O)CON=Cc1ccc(Cl)cc1Cl returned Pf apPOL inh 0.
Screening O=C(c1cnc2ccccc2n1)N1CCN(Cc2ccsc2)CC1 returned Pf apPOL inh 8 and mHTT CaM bind -1.
O=C1OC(/C=C/c2ccccc2)=NC/1=C\C=C\c1ccccc1 was read as Pf apPOL inh -4 and mHTT CaM bind 26.
Screening Cc1nnc(SCC(=O)Nc2ccc(Br)cn2)s1 returned Pf apPOL inh -4 and mHTT CaM bind 0.

Not a retest: four of the compounds above.
For O=C1C=C(NCc2ccc(Cl)c(Cl)c2)CC1 the results were Pf apPOL inh -2 and mHTT CaM bind 6.
Screening CC1CCC2(CC1)CCN(CCCOC(=O)NCc1ccc(Cl)cc1)C2=O (centres undefined) returned Pf apPOL inh -12 and mHTT CaM bind -8.
Screening NNC(=O)CON=Cc1ccc(Cl)cc1Cl returned Pf apPOL inh 0.
Screening O=C(c1cnc2ccccc2n1)N1CCN(Cc2ccsc2)CC1 returned Pf apPOL inh 8 and mHTT CaM bind -1.

(cont.)
O=[N+]([O-])c1c(Cl)cc(O)c2c1C1C=CCC1C(C1CC=CCC1)N2 (centres undefined) was read as Pf apPOL inh 0 and mHTT CaM bind 80*.
`COc1ccc(OC)c(-c2ccc(SCC(=O)Nc3nc4ccccc4s3)nn2)c1` gave Pf apPOL inh 0 and mHTT CaM bind 14.
Screening CCN(CC)c1nnnc2c1sc1nc(N3CCOCC3)c3c(c12)CCCC3 returned Pf apPOL inh -7 and mHTT CaM bind 0.
O=C(NCC1CC1)C1CCCN(c2cnn(Cc3ccccc3)c(=O)c2)C1 (centres undefined) was read as Pf apPOL inh -5 and mHTT CaM bind 0.
Screening O=C(c1ccc2nsnc2c1)N1CC(c2nc(-c3cccs3)no2)C1 returned Pf apPOL inh -4 and mHTT CaM bind -2.
COc1ccc(C(=O)CSc2nc3nc(C)cc(C)c3c(=O)[nH]2)cc1OC was read as Pf apPOL inh -4 and mHTT CaM bind -2.
`C=CCSc1nn2c(=O)c3ccccc3nc2s1` gave mHTT CaM bind -4.
For CCCCc1c(C)nc(N/N=C/c2ccco2)[nH]c1=O the results were mHTT CaM bind inactive.
For CCN(CC)CC#CCOC(=O)C(O)(c1ccccc1)C1CCCCC1 (centres undefined) the results were Pf apPOL inh -16.
O=C(O)c1c(F)ccc(S(=O)(=O)NCCc2ccccc2)c1F was read as Pf apPOL inh -16 and mHTT CaM bind 0.
Screening CC(C)NC(=O)Cn1ccc2ccc(N3CCCCC3)nc21 returned Pf apPOL inh -2 and mHTT CaM bind 11.
Screening O=C1/C(=C/c2ccc(N3CCOCC3)cc2)CCC1C1CCCC1 (centres undefined) returned Pf apPOL inh 5 and mHTT CaM bind 16.

Ordered by molecular weight (lowest first): some entries from above
Screening O=C1/C(=C/c2ccc(N3CCOCC3)cc2)CCC1C1CCCC1 (centres undefined) returned Pf apPOL inh 5 and mHTT CaM bind 16.
O=C(O)c1c(F)ccc(S(=O)(=O)NCCc2ccccc2)c1F was read as Pf apPOL inh -16 and mHTT CaM bind 0.
O=[N+]([O-])c1c(Cl)cc(O)c2c1C1C=CCC1C(C1CC=CCC1)N2 (centres undefined) was read as Pf apPOL inh 0 and mHTT CaM bind 80*.
COc1ccc(C(=O)CSc2nc3nc(C)cc(C)c3c(=O)[nH]2)cc1OC was read as Pf apPOL inh -4 and mHTT CaM bind -2.
Screening CCN(CC)c1nnnc2c1sc1nc(N3CCOCC3)c3c(c12)CCCC3 returned Pf apPOL inh -7 and mHTT CaM bind 0.
`COc1ccc(OC)c(-c2ccc(SCC(=O)Nc3nc4ccccc4s3)nn2)c1` gave Pf apPOL inh 0 and mHTT CaM bind 14.

Additional results:
`COc1ccc(C)cc1S(=O)(=O)Nc1ccc(Br)cc1` gave Pf apPOL inh -4 and mHTT CaM bind 2.
Screening CC(C)C(=O)Nc1cccc(N2CCCN(Cc3ccccc3F)C2=O)c1 returned Pf apPOL inh -1 and mHTT CaM bind -4.
`COc1ccc(Cc2cnc(NC(=O)COc3cccc(C(F)(F)F)c3)s2)cc1` gave Pf apPOL inh -21 and mHTT CaM bind -10.
`O=C(c1cccc(F)c1)c1coc2ccc(Cl)cc2c1=O` gave Pf apPOL inh -11 and mHTT CaM bind 26.
CC(C)c1cc(C(F)(F)F)nc(SC2CC(=O)C3OCC2O3)n1 (centres undefined) was read as Pf apPOL inh -6 and mHTT CaM bind -6.
Screening O=CN1CCN(C(=O)c2ccc(I)cc2)CC1 returned Pf apPOL inh -9 and mHTT CaM bind 4.
Screening O=C(Nc1cc(Cl)cc(Cl)c1)c1ccc(Br)o1 returned Pf apPOL inh -126 and mHTT CaM bind -7.
O=C(NC1CC1)C1CCc2sc(C(=O)N3CCCC3)cc2C1 (centres undefined) was read as Pf apPOL inh -3 and mHTT CaM bind -4.
Screening O=C(CC1CCCCC1)N1CCC(c2ccncc2)CC1 returned Pf apPOL inh -6 and mHTT CaM bind 5.
For CN1CCc2cc(C(CNC(=O)C3CC3)N3CCCCC3)ccc21 (centres undefined) the results were Pf apPOL inh -6 and mHTT CaM bind -20.
For CN(C1CC(C2OCCO2)CCC1O)S(=O)(=O)c1ccc([N+](=O)[O-])cc1 (centres undefined) the results were Pf apPOL inh -3 and mHTT CaM bind 6.
For COc1cccc(CN2CCC(C(=O)N(CCO)Cc3ccccc3)CC2)c1OC the results were Pf apPOL inh 4 and mHTT CaM bind 6.
`Cc1ccc(SC[C@H](Cc2ccccc2)N2CCN(C)CCC2=O)cc1` gave Pf apPOL inh -7 and mHTT CaM bind 18.
Screening Cc1ccc(CNC(=O)N2CCc3nc4cc(-c5ccccc5Cl)[nH]n4c(=O)c3C2)cc1 returned Pf apPOL inh 4 and mHTT CaM bind 53*.
`CCCNC(=O)C1(O)c2cc(Br)ccc2NC(=O)N1c1ccc(CC)cc1` (centres undefined) gave Pf apPOL inh -2 and mHTT CaM bind 0.
`CC(C)CC1C(=O)N(Cc2cn(CC3CCCCC3)nn2)CCS(=O)(=O)N1Cc1ccc(-c2cccc(C#N)c2)cc1` (centres undefined) gave Pf apPOL inh -4 and mHTT CaM bind 4.
`CCn1c(=O)c(C(=O)Nc2cccc(SC)c2)c(O)c2sccc21` gave Pf apPOL inh -6 and mHTT CaM bind 15.
For COc1cc(CNc2ccc3c(c2)CCC3)c([N+](=O)[O-])cc1OC the results were Pf apPOL inh 1 and mHTT CaM bind 71*.
Screening CN(C)c1ccc([N+](=O)[O-])cc1/C=C(\C#N)c1nn(-c2ccccc2)c(N)c1C#N returned Pf apPOL inh 0 and mHTT CaM bind 4.
`Cc1nc(Nc2nc3c(c(=O)[nH]2)CCCC3)nc2ccccc12` gave Pf apPOL inh -3 and mHTT CaM bind -2.
`CC(=O)NCCc1c[nH]c2ccc(O)cc12` gave Pf apPOL inh -3.
O=C(N1CCC(Cn2cccn2)CC1)C1(c2ccccc2)CCOCC1 was read as Pf apPOL inh -2 and mHTT CaM bind -8.
`COc1ccc(C2CC(c3ccccc3O)=NC3(CCN(C(C)C)CC3)N2)cc1` (centres undefined) gave Pf apPOL inh -3 and mHTT CaM bind 49.
CCOc1cccc(C=Nc2cc(C)cc(C)c2O)c1O was read as Pf apPOL inh -2 and mHTT CaM bind 35.
`O=C(NCCN1CCCC1)c1nnc(N2CCCCC2)c2ccccc12` gave Pf apPOL inh -6 and mHTT CaM bind 20.
`COc1ccc(C(=O)O/N=C2\CCCc3c2ccc(OC)c3C)cc1[N+](=O)[O-]` gave Pf apPOL inh 8 and mHTT CaM bind inactive.
`CC1=C(/C=C/C(C)=C/C=C/C(C)=C/C(=O)Nc2ccc(O)cc2)C(C)(C)CCC1` gave Pf apPOL inh 5.
For COc1ccccc1OCCOc1cc(C)ccc1C the results were Pf apPOL inh -2 and mHTT CaM bind -39.
Screening Cc1cc(F)ccc1NC(=O)Cn1cc2c(n1)CCC(C)C2 (centres undefined) returned Pf apPOL inh -4 and mHTT CaM bind -10.
For COCc1nnn(-c2nonc2N)c1C(=O)N/N=C/C1CC=CCC1 (centres undefined) the results were mHTT CaM bind inactive.
For CC(C)CC1NC2(CCN(C(=O)c3ccccc3F)CC2)N(C2CC2)C1=O (centres undefined) the results were Pf apPOL inh 0 and mHTT CaM bind -4.
`CC12CCC(C(=O)N(CNc3ccc4c(c3)oc3ccccc34)C1=O)C2(C)C` (centres undefined) gave Pf apPOL inh -8 and mHTT CaM bind 1.
`CCn1c(=O)c(NCc2ccc(F)cc2Cl)nc2ccncc21` gave Pf apPOL inh -2 and mHTT CaM bind -2.
CCOCCCNC(=O)c1ccc2c(c1)ncn2-c1cccc(Cl)c1 was read as Pf apPOL inh -2 and mHTT CaM bind 5.
Screening CC(=O)c1cccc(NS(=O)(=O)c2ccc(Cl)cc2)c1 returned Pf apPOL inh 4 and mHTT CaM bind -2.
Cc1ccc2oc(-c3cccs3)nc2c1 was read as Pf apPOL inh -5.
For O=c1[nH]c(Cl)c(I)c(=O)[nH]1 the results were Pf apPOL inh -30 and mHTT CaM bind -3.
`COc1ccc(Cc2ccc(OC)cc2)cc1` gave Pf apPOL inh -2 and mHTT CaM bind -100.
Screening COc1ccc(C(CCN2CCOCC2)c2c(OC)cc(OC)c3c2OC(=O)CC3c2ccc(OC)cc2)cc1 (centres undefined) returned Pf apPOL inh -7 and mHTT CaM bind 72*.
Cc1ccc(Sc2nccnc2N2CCC(C(=O)N3CCCCC3)CC2)cc1 was read as Pf apPOL inh -5 and mHTT CaM bind -3.
`O=C1NCCCn2nc(C3CCN(C(=O)c4cncc(Br)c4)CC3)cc21` gave Pf apPOL inh -2 and mHTT CaM bind -4.
`Cc1cccc(NC(=O)c2cc(C)n3nccc3n2)c1` gave Pf apPOL inh -1 and mHTT CaM bind -12.
For O=C(Nc1cccc(F)c1)N1CCC(n2c(-c3ccco3)nc3cccnc32)C1 (centres undefined) the results were Pf apPOL inh 2 and mHTT CaM bind 0.
Screening Nc1c2nc[nH]c2c(N)c2[nH]c(=O)c(=O)[nH]c12 returned mHTT CaM bind 36.
For O=C(Cc1nnc(-c2ccc3ncccc3c2)o1)NC1CCCCCC1 the results were Pf apPOL inh 2 and mHTT CaM bind -2.
CCCNc1cc(N2CCC(CCC(=O)NC(CC)CC)CC2)ncn1 was read as Pf apPOL inh -2 and mHTT CaM bind 0.
For CCOC(=O)COc1ccc2c(c1)OC(=Cc1ccc(C(C)C)cc1)C2=O the results were Pf apPOL inh 5 and mHTT CaM bind 0.
`Cc1cccc(NC(=O)N2CCCC2c2nc(-c3ccc(F)cc3F)no2)c1C` (centres undefined) gave Pf apPOL inh -13 and mHTT CaM bind 1.
For Cc1ccc(NC(=O)c2cccc(Cl)c2Cl)cc1Cl the results were Pf apPOL inh -6 and mHTT CaM bind -9.
Screening COc1cc(C2=NOC(C(=O)Nc3ccc(F)cc3F)C2)cc(OC)c1OC (centres undefined) returned Pf apPOL inh -2 and mHTT CaM bind 4.
For CCOCCCNC(=O)c1c[nH]c2ccc(S(=O)(=O)Nc3cccc(Cl)c3C)cc2c1=O the results were Pf apPOL inh -3 and mHTT CaM bind 34.
Screening O=C(NCCCn1cccn1)C1CCCN(c2nnc3ccc(C(F)(F)F)cn23)C1 (centres undefined) returned Pf apPOL inh -2 and mHTT CaM bind -8.
For CCNc1nccc(N2CCC(CC(=O)N3CCN(c4cccc(Cl)c4)CC3)CC2)n1 the results were Pf apPOL inh -6 and mHTT CaM bind 51*.

This is a random part of the collection (roughly 3.6% active in at least one column).
